# Screening data from PubChem BioAssay.
# HIV RNase H inh – inhibitors of HIV-1 reverse transcriptase RNase H; P04585; RT-RNase H RNA/DNA duplex cleavage, fluorescence; inhibition, % at 10 µM; actives 1.9% (n = 65,000); AID 565; in the data active = inhibition above about 50%
# RmlCD inh mix – RmlC/RmlD inhibition, mixture screen; actives 0.39% (n = 110,000); inhibition, % at 5.5 µM; RmlC/RmlD coupled enzyme inhibition, 384-well mixture HTS; in the data active = inhibition above about 30%, passing the limit was not always enough; inconclusive = no clear call, values can overlap the other calls; note: strong numbers were not always called active
# The depositor's hits bear a star; ? = inconclusive; . = not tested or not shown.
SMILES,HIV RNase H inh,RmlCD inh mix
CC1CCN(C(=O)CSc2nnc(CNC(=O)c3ccco3)o2)CC1,2,-3
CCN(CC)C(=O)CSc1nc2ccccc2c(=O)n1-c1ccccc1OC,-8,-28
COc1ccc(NC2c3ccccc3C(=O)N2c2ccccn2)cc1Cl (stereo unspecified),.,9
O=C(Cn1nc(C(F)(F)F)c2c1CCC2)Nc1ccccc1C(F)(F)F,.,5
CN(C(=O)c1cccnc1)c1nnc(-c2ccccn2)s1,-5,42*
COc1ccccc1-c1cc(C(=O)NCCN2CCOCC2)no1,-13,9
CCN1C(=O)N[C@@H](c2ccccc2)C(C(=O)OC)=C1C,.,-30
COCC(=O)N(C)c1nnc(-c2ccccn2)s1,18,111*
O=C(NCC(=O)N1CCN(c2ncccn2)CC1)c1cccs1,.,-9
COCCNS(=O)(=O)c1ccc(OCC(=O)OC)c(Cl)c1,-5,1
Cc1cc(NC(=O)C2CCCCC2C(=O)O)no1 (stereo unspecified),-3,-7
O=C(CCN1C(=O)COc2ccccc21)NCc1cccs1,-3,5
COc1cccc(N(CC(=O)O)S(=O)(=O)c2ccccc2)c1,-10,5
O=C1CSC(=NC2CCCCC2)N1,-26,30
C#C[C@]1(O)CC[C@H]2[C@@H]3CCc4cc(OC5CCCC5)ccc4[C@H]3CC[C@@]21C,.,-10
CC(C)(Oc1ccc(Br)cc1)C(=O)N1CCc2ccccc21,.,12
c1cc2c(cc1Nc1nc(-c3ccc4c(c3)OCO4)cs1)OCCO2,33,-68
Cc1nc(NC(=O)c2cc(-n3cnnc3)ccc2Cl)ccc1Br,.,5
CS(=O)(=O)N(C(=O)NC(=O)NC1CCS(=O)(=O)C1)C1CCCCC1 (stereo unspecified),3,3
COc1ccc(S(=O)(=O)N2CCN(C(=O)[C@@H]3CCC(=O)N3C3OC(=O)c4ccccc43)CC2)cc1 (stereo partly specified),3,-19
COc1ccc(CC(NC(C)=O)C(=O)NC2CCN(c3c4c(nc5ncnn35)CCC4)CC2)cc1 (stereo unspecified),2,6
COc1ccccc1OCc1nnc(SCC(=O)NCc2ccco2)n1Cc1ccco1,66*,-15
Cc1[nH]c2ccccc2c1C(=O)CNc1nccs1,.,-12
COC(=O)COc1cccc2c(=O)n(CC(=O)NCCc3ccccc3)ccc12,.,-7
N#Cc1ccc(-c2ccc(F)cc2)nc1Sc1ccc(F)cc1,.,-15
O=C(Nc1ccc(N2CCCC2)cc1)c1ccc(Br)o1,21,6
CCCC(=O)Nc1nc(C)c(-c2csc(Nc3ccccc3C)n2)s1,.,4
O=C(Nc1ccc(N2CCCCC2)cc1)c1ccccc1,12,-9
COc1cc(NC(=O)c2cc3ccccc3o2)c(OC)cc1Cl,-2,-14
CSc1ccc(/C=C/C(=O)c2ccc(NC(=O)C(C)C)cc2)cc1,.,9
COc1ccc(NC(=O)CN2CCN(CC(=O)Nc3ccc4c(c3)OCO4)CC2)cc1,-9,6
C#CCNC(=O)C1=C[C@@H](C(C)(C)C)C[C@@H](OCc2ccc(CO)cc2)O1,.,9
COc1ccc(/C=C/C(=O)c2ccc(OC)cc2O)cc1,.,10
CCOc1cccc(C(=O)N(Cc2ccc(F)cc2)C2CCS(=O)(=O)C2)c1 (stereo unspecified),-3,-8
C=CCn1c(SCC(=O)N2CC(=O)Nc3ccccc32)nc2scc(-c3ccccc3)c2c1=O,.,32
COc1ccc(/C(O)=C2/C(=O)C(=O)N(CCCN(C)C)C2c2ccccc2)cc1Cl (stereo unspecified),-2,9
CC(C)CC(=O)Nc1ccc(-c2cn3ccsc3n2)cc1,-3,-7
O=C(CSc1nc2ccccc2n1CC(=O)N1CCOCC1)N1CCCC1,.,2
CC(CN1CCCC1)OC(=O)COc1ccccc1 (stereo unspecified),-15,-12
O=C(NCC1CCCO1)c1cccc(F)c1 (stereo unspecified),.,-12
CC(NC(=O)OCc1ccccc1)C(=O)OCN1C(=O)c2ccccc2C1=O (stereo unspecified),7,-6
N#Cc1c(SCC(N)=O)nc2c(c1-c1ccc(O)cc1)CCCC2,-39,6
O=C(O)CN1C(=O)SC(Nc2ccccc2C(=O)O)C1=O (stereo unspecified),.,-10
O=S(=O)(N/N=C\c1cn(-c2ccccc2)nc1-c1ccccc1)c1ccccc1,.,-11
COc1ccc(Cn2nnnc2C(c2cccs2)N2CCSCC2)cc1 (stereo unspecified),-2,-5
COc1ccc(-c2[nH]ncc2/C=C(\C#N)C(=O)NC2CC2)cc1,.,10
CCOC(=O)c1[nH]c(C)c(/C=N/O)c1C,-14,0
COc1ccc(CN2CCN(C(=O)CC(C)C)CC2)c2ccccc12,23,.
CCOc1ccccc1C1NC(=O)NC(C)=C1C(=O)OCc1ccco1 (stereo unspecified),-53,-3
CN1C(=O)N(C)C(NC(=O)Nc2ccccc2)C1NC(=O)Nc1ccccc1 (stereo unspecified),-4,2
CCC(C)NC(=O)C(NS(=O)(=O)c1cccc2nsnc12)c1ccccc1 (stereo unspecified),-4,.
CCCC(=O)Nc1ccc(C(=O)NNC(=S)NC(=O)c2cccs2)cc1,.,-10
Brc1c(CSc2nncn2-c2ccccc2)nc2sccn12,-54,-5
Cc1c(C(=O)Nc2ccncc2)oc2ccccc12,-29,7
CCn1nc(C)c(NC(=O)/C=C/c2ccc(OC)c(COc3ccc(Br)cc3)c2)c1C,.,-82
CCOC(=O)NC(=O)CSc1nnnn1-c1ccc(Cl)cc1,-3,0
Cn1c(NCCO)nc2c(c1=O)C1(CCCCC1)Cc1ccccc1-2,-25,-4
Clc1ccc(Cn2ncc3c(N4CCCCC4)ncnc32)cc1,-73,-11
COc1ccc(OC)c(C2C(C(C)=O)=C(O)C(=O)N2c2ccc(O)cc2)c1 (stereo unspecified),18,13
O=C(NCCc1ccccc1)c1ccc2c(c1)S(=O)(=O)c1ccccc1C2=O,.,4

# (more compounds)
SMILES,HIV RNase H inh,RmlCD inh mix
CC(C)N(C(=O)CN(C#N)c1nc(N(C)C)nc(N(C)C)n1)c1ccccc1,-2,-4
CCc1oc(C(=O)O)cc1CN(CC)CC,-2,1
Cc1nnc(SCC(=O)NCc2ccco2)n1-c1ccccc1,.,-1
CC(C)c1cc(NCCN2CCOCC2)n2c(nc3ccccc32)c1C#N,-4,.
CC(C)c1ccc(-c2nc(N3CCCCCC3)nc3n[nH]c(N)c23)cc1,.,-10
O=C(O)c1cc(/C=N\O)ccc1OCc1ccccc1,6,15
c1ccc2nc(-c3nc4ccccc4[nH]3)ccc2c1,0,29
c1ccc(C2=Nn3c(nnc3-c3n[nH]c4c3CCC4)SC2)cc1,-26,-16
COc1ccc(-c2cc(C(=O)Nc3cc(OC)cc(C(=O)Nc4cccc(C(F)(F)F)c4)c3)[nH]n2)cc1,.,5
COC(=O)[C@H](C)NC(=O)Nc1ccc(C)c(C)c1,-14,8
COc1ccc(-c2nc3cnccn3c2Nc2ccc(C)cc2)cc1,.,-108
N#C/C(=C(\O)CCl)c1nnc2n1CCCCC2,.,-14
Cc1ccccc1Cn1c(=O)n(CCC(=O)NCc2ccc3c(c2)OCO3)c(=O)c2ccccc21,.,-4
C=C(C)c1cccc(C(C)(C)NC(=O)Nc2ncccn2)c1,-24,-7
Cc1cccc(OCCSCc2nc3ccccc3[nH]2)c1,.,4
O=C(COCc1nc2ccccc2c(=O)[nH]1)NCC1CCCCC1,.,-8
COc1ccc(Cl)cc1NC(=O)CCCN1C(=O)CCC1=O,.,3
CC(C)C12CN3CC(C(C)C)(CN(C1)C3c1ccccc1)C2O (stereo unspecified),15,13
O=C(OCC(=O)N1CCCCC1)c1c[nH]c(=O)[nH]c1=O,-5,7
COc1ccc(C(C)C)cc1S(=O)(=O)Nc1ccc(Cl)cn1,-1,?
COc1ccc(C(=O)C/C(=C\C(=O)c2ccc(C)cc2)c2ccccc2)cc1,.,-9
O=S1(=O)N=C(Nc2ccc(N3CCOCC3)cc2)c2ccccc21,-6,-5
CCOc1cccc(NC(=O)c2ccc(S(=O)(=O)N(C)C)cc2)c1,-1,15
COc1ccc(OCCC(=O)OCC(=O)NCc2ccco2)cc1,1,1
COc1ccc(C2C(C(=O)Nc3ccccc3OC)=C(C)Nc3nnnn32)c(OC)c1 (stereo unspecified),1,-12
Cc1ccc(-c2noc(-c3ccccc3C(=O)N3CCOCC3)n2)cc1,.,-5
CCS(=O)(=O)c1ccc(C(=O)Nc2ccccc2)c(Cl)c1Cl,.,8
O=C1CC(c2ccccc2)Sc2ccccc2N1 (stereo unspecified),8,-5
CCN(CC)S(=O)(=O)c1ccc(NC2c3ncccc3C(=O)N2Cc2ccccc2)cc1 (stereo unspecified),38,-23
CCOc1cc(/C=N/NC(=O)COc2ccc(C)cc2)ccc1OC(=O)c1cccs1,.,-6

# An excerpt of these results, with values under each structure.
# Below each SMILES: HIV RNase H inh, RmlCD inh mix
- COc1ccc(-c2nc3cnccn3c2Nc2ccc(C)cc2)cc1
  ., -108
- N#C/C(=C(\O)CCl)c1nnc2n1CCCCC2
  ., -14
- Cc1ccccc1Cn1c(=O)n(CCC(=O)NCc2ccc3c(c2)OCO3)c(=O)c2ccccc21
  ., -4
- C=C(C)c1cccc(C(C)(C)NC(=O)Nc2ncccn2)c1
  -24, -7
- Cc1cccc(OCCSCc2nc3ccccc3[nH]2)c1
  ., 4
- O=C(COCc1nc2ccccc2c(=O)[nH]1)NCC1CCCCC1
  ., -8
- COc1ccc(Cl)cc1NC(=O)CCCN1C(=O)CCC1=O
  ., 3
- CC(C)C12CN3CC(C(C)C)(CN(C1)C3c1ccccc1)C2O (stereo unspecified)
  15, 13
- O=C(OCC(=O)N1CCCCC1)c1c[nH]c(=O)[nH]c1=O
  -5, 7
- COc1ccc(C(C)C)cc1S(=O)(=O)Nc1ccc(Cl)cn1
  -1, ?
- COc1ccc(C(=O)C/C(=C\C(=O)c2ccc(C)cc2)c2ccccc2)cc1
  ., -9
- O=S1(=O)N=C(Nc2ccc(N3CCOCC3)cc2)c2ccccc21
  -6, -5
- CCOc1cccc(NC(=O)c2ccc(S(=O)(=O)N(C)C)cc2)c1
  -1, 15
- COc1ccc(OCCC(=O)OCC(=O)NCc2ccco2)cc1
  1, 1
- COc1ccc(C2C(C(=O)Nc3ccccc3OC)=C(C)Nc3nnnn32)c(OC)c1 (stereo unspecified)
  1, -12
- Cc1ccc(-c2noc(-c3ccccc3C(=O)N3CCOCC3)n2)cc1
  ., -5
- CCS(=O)(=O)c1ccc(C(=O)Nc2ccccc2)c(Cl)c1Cl
  ., 8

# Additional results follow.
SMILES,HIV RNase H inh,RmlCD inh mix
O=C(CN1CCC(NC(=O)c2cccc(F)c2)CC1)NCc1ccccc1F,-2,.
CCC(C)C(NC(=O)C1CCC(C)CC1)C(=O)Nc1cc(OC)ccc1OC (stereo unspecified),.,-4
CC1(c2cccs2)CC(c2cccs2)=C(C#N)C(=O)N1 (stereo unspecified),-21,-13
Cc1c(C(N)=O)c(N)c(C(=O)c2ccccc2)n1-c1ccccc1,-12,-230
Cc1ccc(N2C(=O)/C(=C/c3ccc(CN(CCC#N)S(C)(=O)=O)o3)C(=O)NC2=S)cc1,.,4
O=C(Nc1cccnc1)c1cn(-c2ccccc2)nc1-c1cccs1,-5,7
Cc1ccc(CNC(=O)CSc2nc3ccccc3c3nc(C)nn23)cc1,.,-5
O=C(c1cc(Cl)ccc1Cl)N1CCN(c2ccccn2)CC1,-5,-15
COc1ccccc1N1CCN(c2ncnc3nc[nH]c23)CC1,-18,-7
NC(=O)C1(N2CCCCC2)CCN(CC(=O)Nc2cc(Cl)ccc2Cl)CC1,-2,8
Cc1ccc(N2C(=O)c3ccc(N)cc3C2=O)cc1,-1,6
CC(=O)Nc1ccc(C2(O)COc3ccccc3O2)cc1 (stereo unspecified),2,6
O=C(CN1C2=NCCN2c2ccccc21)C12CC3CC(CC(C3)C1)C2,5,-4
COc1ccc(NC(=O)CSc2nnc(-c3ccccn3)n2Cc2ccco2)cc1OC,.,4
Cc1cc(C)n(CC(O)COc2cccc(OCC(O)Cn3nc(C)cc3C)c2)n1 (stereo unspecified),-1,-3
COc1cccc(C2CC(C(F)(F)F)n3ncc(C(=O)O)c3N2)c1 (stereo unspecified),6,-48
CCCCn1c(SCC(=O)NCCOC)nc2ccc(N3CCOCC3)cc2c1=O,.,1
CCN1CCc2nc(NC(=O)Cc3ccc4c(c3)OCCO4)sc2C1,8,-6
C=CCn1c(-c2ccc(C)cc2)nc2ccccc21,.,-11
O=C(NC(Cc1ccccc1)C(=O)O)c1ccc(S(=O)(=O)N2CCCC2)cc1 (stereo unspecified),-3,6
COCCCNS(=O)(=O)c1ccc2c(c1)OCCO2,-60,-24
COc1cc(-c2nnc3sc(-c4cccnc4)nn23)cc(OC)c1OC,76*,.
O=C1/C(=C/c2cccnc2)Oc2cc(OS(=O)(=O)c3ccc(F)cc3)ccc21,.,2
COc1ccccc1N1CCN(C(=O)CSc2nc(-c3ccccc3)cc(=O)[nH]2)CC1,-26,32
CNC(=S)NNC(=O)c1sccc1OCc1ccc(C)cc1,.,1
Cn1c(SCC(=O)c2ccccc2)nnc1C1CC1,34,107
Cc1nc2ccc(S(=O)(=O)Nc3ccccc3C)cc2s1,-24,6
O=c1c2c3c(sc2nc2n1CCCCC2)CCC3,.,-1
COc1cccc(Cn2nnc(C(=O)Nc3cc(C)ccc3OC)c2N)c1,-29,3
COc1ccccc1NC(=O)Nc1ccc2c(c1)nnn2C,.,-3
Cc1ccc(SCCNC(=O)c2ccccc2)cc1,.,-8
O=C(Oc1cccc(N2C(=O)CCC2=O)c1)C1CC(=O)N(c2ccc(F)cc2)C1 (stereo unspecified),1,-14
COc1cccc(N2C(=O)CC(N3CCN(C(=O)c4ccco4)CC3)C2=O)c1 (stereo unspecified),.,7
O=S(=O)(Nc1nc2ccccc2nc1NCCO)c1cccc(Cl)c1,3,16
CCC1=C2CC[C@H]3C(=O)N(c4ccccc4)C(=O)[C@H]3[C@H]2[C@@]2(C)C(=NCc3ccccc3)OC(=O)N2C1=O,.,-11
O=C(CN1CCN(c2ncccn2)CC1)NCc1ccccc1,.,-10
Cc1nonc1NC(=O)Nc1cccnc1,-42,14
C=CCc1cc(C=O)cc(OC)c1OCc1ccc(Cl)cc1,.,-7
O=C(CSc1nccn1-c1ccccc1)c1ccc(Br)cc1,.,8
CC1(C)CC(=O)c2c(nc3ccccc3c2N)C1,-6,-9

# Only part of the results is shown (hit frequency here may not be typical).
